LYPLA2 inh: LYPLA2 inhibitors, primary screen, counter-screen for PME1 inhibitor project, biochemical, fluorescence polarization, FP-Rh probe ABPP; Acyl-protein thioesterase 2 (Homo sapiens), O95372; recombinant LYPLA2; inhibition, % at 5.9 µM; 320,000 compounds, 0.38% hits; AID 2177, 2009;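 active = inhibition above the screen-wide mean plus 3 SD, limit set per campaign, cut at about 26% in these data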;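 note: 0% = LYPLA2 with DMSO and 100% = wells lacking LYPLA2 enzyme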
PAD4 FP inh: human PAD4 inhibitors, primary screen, biochemical, fluorescence polarization, 1536-well format; Protein-arginine deiminase type-4 (Homo sapiens), Q9UM07; inhibition, % at 6.36 µM; 330,000 compounds, 0.41% hits; recombinant PAD4, RCA probe fluorescence polarization;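 active = percent inhibition above a cutoff equal to the mean of all tested compounds plus 3 SD, cut at about 15% in these data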;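 note: 0% = PAD4 with RCA probe and DMSO and 100% = probe without PAD4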
PAFAH1B3 inh: PAFAH1B3 enzyme inhibitors, primary screen, biochemical, fluorescence polarization, human; Platelet-activating factor acetylhydrolase IB subunit alpha1 (Homo sapiens), Q15102; recombinant PAFAH1B3, FP-rhodamine probe; inhibition, % at 3.39 µM; 340,000 compounds, 0.28% hits; AID 492972, 2010;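 active = inhibition above the screen-wide average of all tested compounds plus 3 SD, cut at about 25% in these data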;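 note: 0% = enzyme with DMSO only and 100% = wells lacking PAFAH1B3 protein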
pPAFAH inh: pPAFAH enzyme inhibitors, primary screen, biochemical, fluorescence polarization, human; recombinant pPAFAH, FP-rhodamine probe fluorescence polarization; Platelet-activating factor acetylhydrolase (Homo sapiens), Q13093; inhibition, % at 3.39 µM; AID 463082, 2010; 330,000 compounds, 1.5% hits;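 active = inhibition above the mean inhibition across the screen plus 3 SD, cut at about 25% in these data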;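 note: inhibitors block binding of the rhodamine activity-based probe so polarization drops; 0% = enzyme with DMSO and 100% = wells lacking pPAFAH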
GSTO1 counter: inhibitors of recombinant GSTO1, primary screen, counter-screen for RBBP9 inhibitor project, biochemical, fluorescence polarization | activity-based probe fluorescence polarization | AID 1974, 2009 | 300,000 compounds, 1.1% hits | inhibition, % at 5.96 µM | Glutathione S-transferase omega-1 (Homo sapiens), P78417;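 active = inhibition above the campaign mean inhibition plus 3 SD, cut at about 35% in these data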;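 note: 0% = GSTO1-1 with DMSO and 100% = wells lacking GSTO1-1 enzyme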
PREPL inhibitor: PREPL enzyme inhibitors, primary screen, biochemical, fluorescence polarization | recombinant PREPL, fluorescence polarization activity-based probe | inhibition, % at 5.96 µM | 320,000 compounds, 0.68% hits | AID 2751, 2010; in the data active = inhibition above about 43%;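 note: 0% = enzyme with DMSO and 100% = wells lacking enzyme; many of its hits are not listed in these tables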
Target sequence (Q4J6C6 whole entry, looked up): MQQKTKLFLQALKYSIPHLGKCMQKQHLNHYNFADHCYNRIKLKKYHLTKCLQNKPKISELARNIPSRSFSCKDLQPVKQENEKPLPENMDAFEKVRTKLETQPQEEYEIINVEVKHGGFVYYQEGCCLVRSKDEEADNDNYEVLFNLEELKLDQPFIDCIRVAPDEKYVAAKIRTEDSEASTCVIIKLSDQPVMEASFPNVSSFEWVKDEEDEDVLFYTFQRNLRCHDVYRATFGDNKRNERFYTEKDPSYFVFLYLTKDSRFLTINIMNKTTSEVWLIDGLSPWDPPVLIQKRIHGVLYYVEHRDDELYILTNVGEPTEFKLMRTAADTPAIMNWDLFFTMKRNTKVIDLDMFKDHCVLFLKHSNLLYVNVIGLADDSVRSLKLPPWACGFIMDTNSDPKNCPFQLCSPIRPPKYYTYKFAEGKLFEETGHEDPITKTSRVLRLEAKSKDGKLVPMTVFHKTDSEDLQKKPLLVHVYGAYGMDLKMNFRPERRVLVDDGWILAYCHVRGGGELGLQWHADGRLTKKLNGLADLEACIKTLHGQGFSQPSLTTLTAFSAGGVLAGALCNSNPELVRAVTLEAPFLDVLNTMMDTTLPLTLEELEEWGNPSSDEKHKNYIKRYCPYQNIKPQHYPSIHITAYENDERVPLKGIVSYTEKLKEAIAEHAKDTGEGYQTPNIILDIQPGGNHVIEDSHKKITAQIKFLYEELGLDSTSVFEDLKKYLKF
PAFAH1B2 FP inh: PAFAH1B2 enzyme inhibitors, primary screen, biochemical, fluorescence polarization, human | Platelet-activating factor acetylhydrolase IB subunit alpha2 (Homo sapiens), P68402 | recombinant PAFAH1B2, FP-rhodamine activity probe | inhibition, % at 3.39 µM | 340,000 compounds, 1.2% hits | AID 492953, 2010;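 active = inhibition above the mean of all tested compounds plus 3 SD, cut at about 24% in these data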;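 note: 0% = enzyme with DMSO and 100% = wells lacking PAFAH1B2; many of its hits are not listed in these tables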
Target sequence (P68402 whole entry, looked up): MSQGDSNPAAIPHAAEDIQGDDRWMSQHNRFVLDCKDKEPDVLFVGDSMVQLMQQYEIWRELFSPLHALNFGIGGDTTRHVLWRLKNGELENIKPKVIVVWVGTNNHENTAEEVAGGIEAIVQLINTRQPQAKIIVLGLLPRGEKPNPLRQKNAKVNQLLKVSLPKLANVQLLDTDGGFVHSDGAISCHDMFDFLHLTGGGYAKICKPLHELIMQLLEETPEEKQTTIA
LYPLA1 counter: LYPLA1 inhibitors, primary screen, counter-screen for PME1 inhibitor project, biochemical, fluorescence polarization, FP-Rh probe ABPP | recombinant LYPLA1 | inhibition, % at 5.9 µM | 320,000 compounds, 0.16% hits;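 active = inhibition above the mean of all tested compounds plus 3 SD, set per campaign, cut at about 14% in these data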;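 note: inhibitors block serine hydrolase probe labeling of LYPLA1 so polarization falls; 0% = enzyme with DMSO and 100% = wells lacking LYPLA1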
PME-1 inh: PME-1 inhibitors via competitive probe labeling, primary screen, biochemical, fluorescence polarization, FP-Rh probe, HTS. 320,000 compounds, 0.53% hits. Protein phosphatase methylesterase 1 (Homo sapiens), Q9Y570. inhibition, % at 5.9 µM. recombinant PME-1;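 active = inhibition above the campaign mean of all compounds plus 3 SD, cut at about 26% in these data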;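 note: competitive labeling of PME-1 active site by serine hydrolase directed probe; 0% = PME-1 with DMSO and 100% = wells lacking PME-1 enzyme; inhibitors block probe labeling so polarization falls and inhibition rises; many of its hits are not listed in these tables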
* = called active by the depositor; x = no result given.

SMILES	LYPLA2 inh	PAD4 FP inh	PAFAH1B3 inh	pPAFAH inh	GSTO1 counter	PREPL inhibitor	PAFAH1B2 FP inh	LYPLA1 counter	PME-1 inh
Cc1ccc(C(=O)C(OC(=O)CN2C(=O)c3ccccc3C2=O)c2ccccc2)cc1 (stereo unspecified)	2	1	0	2	3	-2	2	-3	-1
O=C(NC(=S)NC1CCS(=O)(=O)C1)c1ccccc1F (stereo unspecified)	10	0	8	2	7	-3	2	4	0
Cc1c(Cl)cccc1NC(=O)c1ncn[nH]1	7	3	7	-4	6	14	4	1	0
O=C(COC(=O)c1ccc(Cl)c(S(=O)(=O)N2CCCCC2)c1)NCc1ccco1	-2	-2	5	18	4	-2	2	0	-2
CC[C@@H](CC1CCCCC1)C(=O)N(Cc1ccccc1)c1ccccc1	x	3	5	6	x	3	-4	x	x
COc1cccc(NC(=O)CN(C)C(=O)CN2C(=O)c3ccc([N+](=O)[O-])cc3C2=O)c1	10	-1	0	2	-3	-13	7	2	4
CCC(c1nnnn1Cc1ccco1)N(Cc1cc2cc(C)cc(C)c2[nH]c1=O)CC1CCCO1 (stereo unspecified)	6	-1	-2	10	-8	6	-3	2	-3
O=C1C=C(N2CCOCC2)C2(CCCCC2)O1	3	0	18	0	-3	-1	11	-1	1
COc1ccc(/C=N/n2cnc3c([nH]c4ccccc43)c2=O)cc1CO	-4	2	2	1	-5	-7	-5	-5	-10
O=C(c1ccccc1)c1cncc(Br)c1	3	-6	1	-3	-1	10	-6	1	-3
CCc1c(C)nc2ccc(Br)cc2c1Cl	-3	0	4	4	-10	5	4	0	-10
CCN(CCNCC(O)COCc1ccc(Cl)cc1)c1cccc(C)c1 (stereo unspecified)	3	3	-7	3	9	-7	0	0	-5
O=S(=O)(c1ccccc1F)N1CCN(c2nc(-c3cccnc3)nc3ccccc23)CC1	-7	-5	7	3	x	-30	0	-4	4
Cc1ccccc1N/C(=N/S(=O)(=O)c1ccccc1)c1ccc(F)cc1	2	0	2	10	1	-9	4	0	-5
CC(=O)N1CCN(c2nc3ccc([N+](=O)[O-])cc3s2)CC1	6	-1	-4	-2	2	3	-1	3	-2
CC(=O)Nc1nc(SCc2cccc3ccccc23)n[nH]1	4	-2	10	5	-6	-14	2	1	-1
Cc1ccc2cc(CN(CCCO)S(=O)(=O)c3cccc4nsnc34)c(=O)[nH]c2c1	2	1	-2	2	-1	2	6	-1	-1
CC1=NOC2(C1)N(C)c1ccccc1C2(C)C (stereo unspecified)	1	3	6	-3	5	-8	10	-1	3
COc1ccc(OC)c(-n2c(-c3cnccn3)n[nH]c2=S)c1	5	1	7	3	-3	13	-1	3	0
Cc1ccc(C(=O)NC2CC2)cc1S(=O)(=O)N1CCOCC1	-3	-6	6	-3	x	1	3	-4	-3

A different layout for some results above:
Below each SMILES: LYPLA2 inh, PAD4 FP inh, PAFAH1B3 inh, pPAFAH inh, GSTO1 counter, PREPL inhibitor, PAFAH1B2 FP inh, LYPLA1 counter, PME-1 inh
Cc1ccc(C(=O)C(OC(=O)CN2C(=O)c3ccccc3C2=O)c2ccccc2)cc1 (stereo unspecified)
  2, 1, 0, 2, 3, -2, 2, -3, -1
O=C(NC(=S)NC1CCS(=O)(=O)C1)c1ccccc1F (stereo unspecified)
  10, 0, 8, 2, 7, -3, 2, 4, 0
Cc1c(Cl)cccc1NC(=O)c1ncn[nH]1
  7, 3, 7, -4, 6, 14, 4, 1, 0
O=C(COC(=O)c1ccc(Cl)c(S(=O)(=O)N2CCCCC2)c1)NCc1ccco1
  -2, -2, 5, 18, 4, -2, 2, 0, -2
CC[C@@H](CC1CCCCC1)C(=O)N(Cc1ccccc1)c1ccccc1
  x, 3, 5, 6, x, 3, -4, x, x
COc1cccc(NC(=O)CN(C)C(=O)CN2C(=O)c3ccc([N+](=O)[O-])cc3C2=O)c1
  10, -1, 0, 2, -3, -13, 7, 2, 4
CCC(c1nnnn1Cc1ccco1)N(Cc1cc2cc(C)cc(C)c2[nH]c1=O)CC1CCCO1 (stereo unspecified)
  6, -1, -2, 10, -8, 6, -3, 2, -3
O=C1C=C(N2CCOCC2)C2(CCCCC2)O1
  3, 0, 18, 0, -3, -1, 11, -1, 1
COc1ccc(/C=N/n2cnc3c([nH]c4ccccc43)c2=O)cc1CO
  -4, 2, 2, 1, -5, -7, -5, -5, -10
O=C(c1ccccc1)c1cncc(Br)c1
  3, -6, 1, -3, -1, 10, -6, 1, -3

The list continues.
SMILES	LYPLA2 inh	PAD4 FP inh	PAFAH1B3 inh	pPAFAH inh	GSTO1 counter	PREPL inhibitor	PAFAH1B2 FP inh	LYPLA1 counter	PME-1 inh
O=C(CN1C(=O)NC2(CCCCCCC2)C1=O)N1CCOCC1	4	-3	3	-2	3	3	1	-2	6
O=C(NCc1ccco1)/C(=C\c1ccco1)NC(=O)c1cccs1	2	1	7	7	9	17	7	2	0
Cc1c(NC(=O)CN2C(=O)NC(C)(c3ccccc3)C2=O)c(=O)n(-c2ccccc2)n1C (stereo unspecified)	0	-1	-3	6	0	2	1	0	9
Cc1cc(SCC(=O)N(C)C2CCS(=O)(=O)C2)nc2c(C)cccc12 (stereo unspecified)	6	4	9	4	-1	17	8	-1	-5
CCN1CCN(C(=O)CCN2C(=O)COc3ccc(C)cc32)CC1	-1	3	2	0	4	9	2	-3	0
S=C(Nc1ccc(Br)cc1)NC1CCN(Cc2ccccc2)CC1	8	5	-4	-3	0	10	1	3	3
COc1cccc(CN2CCN(Cc3ccc4c(c3)OCCO4)CC2CCO)c1 (stereo unspecified)	-1	-2	7	-5	9	14	2	-2	4
CCOC(=O)c1sc2nc(SCC#N)n(CCCN3CCCC3=O)c(=O)c2c1C	1	8	4	8	3	-3	4	-4	0
Cc1cccc(-n2ccnc2SCC(=O)Nc2cc(C)on2)c1	-2	-5	4	0	2	8	4	-2	2
CN(Cc1ccnc2ccccc12)C(=O)C1CCC(=O)N(Cc2ccccc2F)C1 (stereo unspecified)	4	-4	1	5	4	5	0	0	18
c1ccc(C2=Nn3c(Cn4nnc5ccccc54)nnc3SC2)cc1	3	1	x	0	1	3	x	-2	4
O=C1c2c(O)cc(O)cc2O[C@H](c2ccc(O)c(O)c2)[C@@H]1O	29*	1	x	14	32	10	x	-2	-5
CCOCCc1nn2c(=O)cc(CSCC(=O)Nc3cccc(C)c3C)nc2s1	-1	-2	5	0	1	10	1	1	5
Cc1csc(NC(=O)C2CCN(S(=O)(=O)c3ccc4c(c3)oc(=O)n4C)CC2)n1	3	-2	6	-7	6	5	1	-2	0
Cc1cccc[n+]1CC(=O)Nc1ccccc1	1	-3	3	-2	0	10	0	0	-7
COC(=O)c1ccc(CSc2cc(C)c3cc(C)cc(C)c3n2)o1	2	-3	5	1	-5	18	5	-6	-2
O=C(Nc1ccc(S(=O)(=O)Nc2nccs2)cc1)c1cc(-c2ccccn2)nc2ccccc12	-2	2	8	10	0	6	-2	-2	1
Cc1ccc(S(=O)(=O)N2CCN(C(=O)COC(=O)/C=C/c3ccc(F)cc3)CC2)c(C)c1	-4	-4	5	5	-2	-3	-2	-1	4
COc1ccc(NS(=O)(=O)c2cc(NC(=O)c3ccc(C)o3)ccc2N2CCCCC2)cc1	-32	-14	-10	-8	-11	-2	-6	-17	-22
O=C(c1ccco1)N1CCN(S(=O)(=O)c2ccc(C3CCCCC3)cc2)CC1	1	-1	10	4	9	-77	0	-2	-3
CC(C)CCN1C(=O)c2ccc(C(=O)Nc3c[nH]c(=O)[nH]c3=O)cc2C1=O	0	-5	2	0	3	2	3	-2	-2
Cc1ccc(N2N=C(C(=O)O)CCC2=O)cc1Cl	8	6	7	2	0	15	6	1	6
CCN(CC(=O)Nc1cc(Cl)ccc1C)C(=O)c1nc2nc(C)cc(C)n2n1	5	-1	0	-6	x	-2	5	-2	-5
CC(=O)NC(Cc1ccccc1F)C(=O)NC1CCN(C(=O)c2cnccn2)CC1 (stereo unspecified)	-2	1	7	-3	4	11	4	0	2
CC(NC(=O)c1ccco1)C(=O)N1CCN(S(=O)(=O)c2ccccc2C#N)CC1 (stereo unspecified)	3	1	1	1	x	1	4	2	8
Cc1cc(NC(=O)CSc2ccc(-c3ccc(F)cc3)nn2)no1	5	1	-30	4	2	4	0	4	3
COc1ccc(-c2csc(NC(C)c3nc4cc(C(=O)NCCCO)ccc4n3Cc3ccc(C)cc3)n2)cc1 (stereo unspecified)	-7	-6	1	2	6	-10	1	-4	3
O=S(=O)(N[C@H](CO)c1ccccc1)c1ccc(Br)cc1F	x	0	4	7	x	x	13	x	x
CCc1ccc(C(=O)N/N=C/c2ccc(Cl)cc2Cl)nc1	-3	1	x	4	-6	-3	x	-4	-2
Cc1cc(C)c(C)c(OCC(O)CN2CCN(c3ccccn3)CC2)c1 (stereo unspecified)	2	-2	6	4	4	5	6	-1	4
COc1cccc(N2CCN(C(=O)C3CCCN(S(=O)(=O)c4ccc5c(c4)oc(=O)n5C)C3)CC2)c1 (stereo unspecified)	2	-4	7	1	0	4	2	-4	-4
CC(=O)Oc1ccc2c(=O)oc(-c3ccccc3)nc2c1	1	3	9	1	-1	9	-2	2	-1
COc1ccc(CN(C)CCc2ccccn2)c(OC)c1OC	-2	-2	-2	-3	-2	1	2	-1	-1
CCN(CC)C(=O)Cn1cnc2sc(C(=O)Nc3cc(OC)c(OC)c(OC)c3)c(C)c2c1=O	2	1	2	0	8	17	3	-1	-8
COc1ccccc1-c1ccc(=O)n(CC(=O)NC(C)(C)C)n1	-6	2	5	-1	3	6	4	1	-1
COc1ccc(OC)c(S(=O)(=O)NCC(c2ccc(F)cc2)N2CCN(C)CC2)c1 (stereo unspecified)	-2	3	4	5	0	9	-2	-2	-2
CC(C)Cc1nc(C(N)=O)c2[nH]c(=O)n(-c3ccc(F)cc3)c2n1	-6	-2	0	-6	3	12	3	-2	5
CCC(C)Nc1nc(N)c([N+](=O)[O-])c(N2CCCCCC2)n1 (stereo unspecified)	3	2	1	1	-9	1	7	0	2

Screening results as filed in PubChem BioAssay.

This is a subset, so the mix of outcomes need not match the whole.
